Compound activity (PubChem BioAssay)
H9c2 TAG inh = inhibitors of triacylglycerol accumulation, primary screen, cell-based, uHTS, fluorescence, H9c2 | H9c2 cells, Nile Red lipid (TAG) fluorescence; cells loaded with 200 µM oleic acid | inhibition, % at 12.5 µM | 0.66% of 230,000 active;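 active = pattern-corrected inhibition of lipid staining of at least 50% with the nuclear-stain viability signal not falling by more than 50%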;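 also: 0% = DMSO wells and 100% = triacsin C control wells; some results filed as inactive read as strong as hits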
H9c2 TAG inh DAPI viability = also measured in H9c2 TAG inh; calls as there; DAPI nuclei signal change (viability), lower = more cytotoxic, %;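 whole-well DAPI fluorescence read on a plate reader as a viability signal; minus 50 percent equals half of cells still viable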
Active calls of the source: *. These rows are one share of the data; rates above refer to the full screens.

Structure,H9c2 TAG inh,H9c2 TAG inh DAPI viability
S=c1[nH]nc(-c2ccc(Br)cc2)n1Cc1ccco1,-9,16
O=C(CSc1nnnn1-c1ccc(F)cc1)NNC(=O)c1ccco1,-8,15
CC(C)c1ccc(NC(=O)C2CC(=O)Nc3nc4ccccc4n32)cc1 (stereo unspecified),-2,3
Cc1csc(SCC(=O)NCCc2ccc(Cl)cc2Cl)n1,-8,8
Cc1ccc(CNC(=O)c2nnn(-c3cccc(C)c3)c2N)cc1,-4,4
Cn1ccnc1Sc1ccc(C=O)cc1[N+](=O)[O-],-3,6
CN(C(=O)c1cc2c(=O)n3ccccc3nc2n1C)C1CCCCC1,14,75
CCOc1ccccc1OCC(=O)Nc1cc(S(=O)(=O)N2CCCCC2)ccc1OC,-4,-7
COc1ccccc1CC(=O)N1CCN(c2ccc(F)cc2)CC1,-6,0
CC(=O)NCCC(=O)Nc1ccc(F)cc1C,-8,-8
Cc1sc(N=Nc2ccc(N(C)C)cc2)[n+]([O-])c1C,2,3
CC[C@@]1(c2ccccc2OC)C(=O)N(C(=O)OC)N1C(=O)OC,13,7
CC(C)(C)c1ccc(S(=O)(=O)NC(=O)C2(C)CCN2C(=O)CC2CCCC2)cc1 (stereo unspecified),-8,0
CN(C)CCCNC(=O)c1cccc(-c2ccc3nccn3c2)c1,14,3
COc1ccc(OC)c(S(=O)(=O)N(C)CC(=O)Nc2ccccc2OC)c1,6,-2
FC(F)(F)c1nc(N2CCCC2)ncc1-c1nnnn1-c1ccccc1,-37,1
CC(C)(C)C(=O)NCCCNc1ccc([N+](=O)[O-])cc1,-15,-6
CN1N=C2c3ccccc3CCC2C1c1ccc(F)cc1 (stereo unspecified),-5,10
CC[C@H](C)[C@H](NC(N)=O)C(=O)NCCc1ccc(OC)cc1,4,-1
O=C(c1cc2ccccc2oc1=O)N(Cc1cccs1)Cc1ccccc1Cl,1,5
NS(=O)(=O)c1ccc(NC(=S)NC2CCCCC2)cc1,0,20
C=CCOc1ccc(CNn2nnnc2N)cc1,-1,4
CC1CCC2(CC1)NC(=O)N(CC(=O)NCc1ccc(Cl)cc1)C2=O (stereo unspecified),2,1
CC1(C)Cc2c(c(-c3ccco3)[nH]c(=O)c2C#N)CS1,5,-4
Cc1nn(C)c(C)c1/C=C(/C(=O)C(C)(C)C)n1cncn1,10,3
O=C(CSc1nc(O)cc(=O)n1-c1ccccc1)Nc1nc2ccccc2s1,-4,1
CC(C)(C)C(=O)NC(=S)NNC(=O)C(c1ccccc1)c1ccccc1,-19,9
Cc1cnc(C(=O)OCC(=O)c2ccc(C3CCCCC3)cc2)cn1,-16,9
CC1(C)O[C@@H]2[C@H](O1)[C@@H](CO)O[C@H]2n1ccc(=O)[nH]c1=O,9,-10
CON(C)C(=O)CC1(CN(Cc2ccccc2)C(=O)OC(C)(C)C)CCCCC1,1,6
CCc1ccc(NC(=S)Nc2cc(C(=O)O)ccc2N2CC3CC(C2)c2cccc(=O)n2C3)cc1 (stereo unspecified),-3,0
c1ccc(-c2nn3cnnc3c3ccccc23)cc1,-1,1
COc1cc(/C=C(\C#N)C(=O)Nc2ccc3c(c2)OCCO3)ccc1O,1,-3
CCn1nc(C(=O)N2CCN(Cc3ccc4c(c3)OCO4)CC2)c2ccccc2c1=O,-18,-1
CN(C(=O)COC(=O)c1ccc(Br)c(S(=O)(=O)N2CCOCC2)c1)C1CCCCC1,-15,0
CCOC(=O)c1c(C)[nH]c(C)c1C(=O)COC(=O)c1ccc(OC)c(OC)c1,8,-2
CCCS(=O)(=O)NC(=O)C1(C)CCN(C(=O)Cc2ccc(F)cc2)C1 (stereo unspecified),1,9
COC(=O)CCC(=O)OC1(C)C(=O)C=C2C=C(c3ccsc3)OC=C2C1=O (stereo unspecified),-2,-2
COc1cccc2c(O)c(-c3ccccc3)c(=O)[nH]c12,4,-7
Cc1ccc(S(=O)(=O)N2C[C@H]3N(C(=O)OC(C)C)N(C(=O)OC(C)C)C[C@H](OC(=O)NCC4CCCCC4)[C@@]3(O)C2)cc1,19,-5
Cc1nnc(SCC(=O)Nc2cc(S(=O)(=O)N3CCCC3)ccc2Cl)n1C1CC1,-3,0
CCOC(=O)c1nnn(-c2nonc2N)c1CNC(C)C,10,-6
CCOC(=O)c1ccc(NC(=S)P(=O)(c2ccccc2)c2ccccc2)cc1,-7,-4
Cc1cc(=O)[nH]c(NC(=O)Cc2ccccc2)n1,1,-5
O=C(NCc1ccccc1)N1CCC(CO)(CCc2ccccc2)CC1,4,0

Full records from above. Order of screens: H9c2 TAG inh | H9c2 TAG inh DAPI viability
`CCOC(=O)c1nnn(-c2nonc2N)c1CNC(C)C` is listed with 10 | -6
`O=C(NCc1ccccc1)N1CCC(CO)(CCc2ccccc2)CC1` is listed with 4 | 0
`CN(C(=O)COC(=O)c1ccc(Br)c(S(=O)(=O)N2CCOCC2)c1)C1CCCCC1` is listed with -15 | 0
`CCCS(=O)(=O)NC(=O)C1(C)CCN(C(=O)Cc2ccc(F)cc2)C1` (stereo unspecified) is listed with 1 | 9

Additional structures
Structure,H9c2 TAG inh,H9c2 TAG inh DAPI viability
COC(=O)c1c(N(S(C)(=O)=O)S(C)(=O)=O)sc2c1CCN(c1ncc(C(F)(F)F)cc1Cl)C2,13,1
COc1ccc(S(=O)(=O)Nc2ccc3c(c2)C(=O)N([C@H](C)CO)C[C@H](C)[C@@H](CN(C)C(=O)NC(C)C)O3)cc1,3,-1
CCOc1ccc(NC(=O)c2cccc(-n3cccc3)c2)cc1S(=O)(=O)N1CCOCC1,0,-3
Cc1ccc(-c2nn(-c3ccc(F)cc3)cc2C(=O)NCC(c2cccs2)N2CCOCC2)cc1 (stereo unspecified),36,-5
Cn1c(=O)c2c(nc(NN=C3CCCC3)n2C)n(C)c1=O,-10,9
COc1ccc(/C(=N\O)c2ncc(C(F)(F)F)cc2Cl)cc1,-46,0
O=c1c2nnn(-c3ccc(Cl)cc3)c2ncn1Cc1ccccn1,-1,6
Cn1nc(C(F)(F)F)c(-c2ccccc2)c1NC(=O)c1cccnc1,-1,4
COc1cccc(Cn2c(NCC(C)C)nc3c2c(=O)n(C)c(=O)n3C)c1,24,-3
CCOC(=O)C1CCN(C(=O)C(CC)c2ccccc2)CC1 (stereo unspecified),-12,-8
CCOC(=O)c1cc(NC(=O)CCC(=O)O)ccc1N1CCCCC1,0,1
N#Cc1c(-c2ccc(Cl)cc2)c2c([nH]c1=S)CCCC2,-5,3
CC(=O)Nc1ccccc1-c1ccccc1[N+](=O)[O-],-2,16
Cc1ccc2c(c1)sc1nncn12,-1,-3
CC(=O)c1cc(C(=O)NC2CCCc3c2cnn3-c2cc(C)cc(C)c2)[nH]n1 (stereo unspecified),-12,4
Cn1c(-c2ccccc2)cnc1NCc1ccc(F)cc1,0,5
CCO[C@H]1OC(C(=O)NCc2nc3ccccc3[nH]2)=C[C@@H](C2CCCCC2)[C@@H]1CCCO,20,-7
Cc1cc(S(=O)(=O)N2CCN(c3ccccn3)CC2)ccc1F,-10,5
O=C(NC1CCCCC1)N1CCCCCCC1,10,3
Cc1ccc(N(CC(=O)N2CCOCC2)S(C)(=O)=O)cc1Cl,-12,3
O=C(CN1CCOCC1)Nc1cccc([N+](=O)[O-])c1,2,-6
CCOC(=O)Cn1c(=O)n(CC(=O)OCC)c2ccccc21,4,2
N#Cc1ccccc1OCC(=O)OCC(=O)NC1CCS(=O)(=O)C1 (stereo unspecified),-13,6
CCOc1ccc(NC(=O)CN(C)C(=O)CCN2C(=O)C3CC=CCC3C2=O)cc1OCC (stereo unspecified),6,6
O=c1c2ccccc2nc2n1C(CSCc1ccc(Cl)cc1)CS2 (stereo unspecified),1,4
Cc1ccc(S(=O)(=O)N2CCC(=O)N(CCOC(=O)Nc3ccccc3C)CC2)cc1,-16,2
Cc1ccc(N2C(=O)Nc3cc(Cl)c(Cl)cc3N2O)cc1Cl,-13,9
Cc1nc2sc(C(c3ccc(Cl)cc3)N3CCN(CCO)CC3)c(O)n2n1 (stereo unspecified),-2,8
COc1cc(C=O)ccc1OCCOc1ccccc1[N+](=O)[O-],-5,-2
Cc1ccc(N2CCN(C(=O)N3CCOCC3)CC2)cc1C,3,69

Given with two lines to a compound: part of the list above.
Below each SMILES – H9c2 TAG inh	H9c2 TAG inh DAPI viability
Cc1ccc(N2C(=O)Nc3cc(Cl)c(Cl)cc3N2O)cc1Cl
    -13	9
O=C(NC1CCCCC1)N1CCCCCCC1
    10	3

(more compounds)
Structure,H9c2 TAG inh,H9c2 TAG inh DAPI viability
O=C(COC(=O)c1ccc(O)cc1)NCC1COc2ccccc2O1 (stereo unspecified),16,6
COc1cccc(/C=N/NC(=O)c2c(-c3ccccc3)noc2C)c1,-22,9
O=C(NCc1ccc2c(c1)OCO2)C(=O)NCC1CCCO1 (stereo unspecified),-9,-8
CC(CCc1ccccc1)NC(=O)COC(=O)c1ccccc1O (stereo unspecified),-6,6
O=C(N[C@@H](Cc1ccc(O)cc1)C(=O)O)C(c1ccccc1)c1ccccc1,-2,0
COCCNc1ncnc2c1ncn2[C@H]1CN(CCc2ccccc2)C[C@@H](CO)O1,13,-5
COc1ccc(CCN(C)C(=O)CSc2ncnc3sccc23)cc1OC,4,-3
CCOC(=O)Nc1cccc2c1-c1ccc([N+](=O)[O-])cc1C2=O,1,3
CCOc1cc(C(=O)OCC(=O)c2cc(C)n(CC3CCCO3)c2C)ccc1OCC(=O)N1CCOCC1 (stereo unspecified),-5,1
COc1cc(C(=O)N2CCCC(C)(C(=O)NS(=O)(=O)C3CC3)C2)cc(OC)c1OC (stereo unspecified),-3,-2
CC1(C)CC[C@]2(C(=O)O)CC[C@]3(C)C(=CC[C@@H]4[C@@]5(C)CC[C@H](O)C(C)(C)[C@@H]5CC[C@]43C)[C@@H]2C1,12,-9
O=C1NC[C@H](CC2CCCCC2)N(CC2CCCCC2)C1=O,-42,2
COc1ccccc1NC(=O)CSc1ccc2nnc(-c3cccnc3)n2n1,7,0
CC1(C)Cc2ccccc2C(C(Cc2ccccc2)C(N)=O)=N1 (stereo unspecified),-11,-7
CN(C)c1ccc(C=NNC(=O)c2cccc3ccccc23)c(Cl)c1,20,-22
CCC(=O)Nc1sc2c(c1C(=O)N(C)C)CCCCC2,-12,5
COc1ccc(Br)c(C(=O)OCC(=O)N2CCC(Cc3ccccc3)CC2)c1,-40,3
O=C(Cc1ccc(Br)cc1)N1CCCCCC1,16,2
Cc1noc(C(=O)Nc2cccc(O)c2)c1Cl,-2,4
CC(=O)N1CCc2cc(S(=O)(=O)NCCC3=CCCCC3)ccc21,-36,0
CCCCn1c(N)c(N(C)C(=O)c2ccccc2Oc2ccccc2)c(=O)[nH]c1=O,-15,4
O=C(COC(=O)c1cc([N+](=O)[O-])ccc1N1CCOCC1)c1ccccc1,-9,-3
CCOc1ncccc1C(=O)N(CCC(C)C)c1c(N)n(Cc2ccccc2)c(=O)[nH]c1=O,4,3
Cc1cc(C(=O)CN2C(=O)NC3(CCCc4ccccc43)C2=O)c(C)n1Cc1cccs1 (stereo unspecified),30,1
Cc1ccc(C(=O)c2c3ccc(C(F)(F)F)cc3[n+]([O-])n2CCC(N)=O)cc1,-5,-4
O=C(O)C1C=Cc2ccccc2N1C(=O)c1ccccc1 (stereo unspecified) (tested in a mixture with another compound),-15,3
COc1ccc(CONc2ncnc3nonc23)cc1[N+](=O)[O-],-3,12
Cn1ccc2ccc(C3=CC(=O)C[C@H](c4ccc(F)cc4)C3)cc21,11,-3
Cc1ccc(NC(=O)c2cccc(S(=O)(=O)N3CCc4ccccc4C3)c2)nc1,-25,2
CCc1nnc(NC(=O)C2CCCN(C(=O)c3ccc(Cl)cc3)C2)s1 (stereo unspecified),10,3
CCOC(=O)N1CCC(=NNc2nc3ccccc3s2)CC1,0,3
CCCn1c(SCC#N)nc2c(c1=O)C1(CCCC1)Cc1ccccc1-2,-4,-5
N=c1c(C(=O)NCc2ccc(F)cc2)cc2c(=O)n3ccccc3nc2n1CCCN1CCOCC1,33,78
Cc1ccc(NC(=O)c2ccc3nc[nH]c3c2)nc1,2,-1
CC1C(=O)N2CCCc3cc(NC(=O)C(=O)NCCc4ccc(F)cc4)cc1c32 (stereo unspecified),-16,0
Cc1ccc(N2CC(c3nc4ccccc4[nH]3)CC2=O)c(C)c1 (stereo unspecified),2,0
Cc1noc(C)c1C(=O)OCC(=O)Nc1ncc(Cl)c(C)c1Cl,-19,-5
Cc1csc(=O)n1CC(=O)OCC(=O)NNC(=O)c1ccc(Cl)cc1,5,3
CN1CCN(C2=Nc3cc(Cl)ccc3Nc3ccccc32)CC1,1,5
O=C(Nc1ccccc1N1CCCC1)C1CC(=O)N(Cc2ccccc2)C1 (stereo unspecified),-1,-9
O=C(CSc1ncccc1C(=O)O)c1cccc(C(F)(F)F)c1,13,-5
CSC1=N/C(=C\c2ccc(C)o2)C(=O)S1,-10,9
C/C(Cn1nc([N+](=O)[O-])cc1C)=N\NC(=O)COc1ccccc1[N+](=O)[O-],0,-2
O=C(NCc1ccccn1)C1CCCN(S(=O)(=O)c2cccc3nsnc23)C1 (stereo unspecified),2,5
COc1ccc(OCCC(=O)NCC23CC4CC(CC(C4)C2)C3)cc1,14,-6
